MCL1 BIM primary: disrupts human MCL1 binding to BIM-BH3 peptide; inhibition, % at 10.9 µM; AID 2057; GST-MCL1 / FITC-Bim-BH3 fluorescence polarization; actives 0.68% (n = 320,000);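 active = inhibition above the mean inhibition of all tested compounds plus 3 SD, set per campaign, cut at about 40% in these data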;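 note: 0% = DMSO wells and 100% = unlabeled Bim-BH3 peptide control; higher means more loss of mP so more displacement of Bim peptide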
GLD-1 TGE inh: GLD-1-TGE RNA interaction inhibition (C. elegans); Q17339; purified GLD-1 + fluorescein TGE RNA, fluorescence polarization; inhibition, % at 5.96 µM; actives 0.44% (n = 320,000);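 active = percent inhibition above a per-plate cutoff, the plate mean of test compounds plus 3 SD, cut at about 30% in these data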;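 note: 0% = DMSO wells with GLD-1 and probe and 100% = wells lacking GLD-1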
TPT1 inhibitor: blocks Candida albicans tRNA 2'-phosphotransferase; AID 1962; recombinant caTPT1, FP RNA substrate dephosphorylation; inhibition, % at 5 µM; actives 0.81% (n = 300,000);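 active = inhibition above the mean of all tested compounds plus 3 SD, set per screening campaign, cut at about 24% in these data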;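 note: plate controls were DMSO alone for no effect and ferristatin control at 100 nM for full effect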
Bcl-xL primary: inhibitors of human Bcl-xL; Q07817; GST-Bcl-xL / FITC-Bim BH3 peptide fluorescence polarization; inhibition, % at 10.9 µM; actives 0.7% (n = 320,000);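 active = inhibition above the mean of all tested compounds plus 3 SD, cutoff set per campaign, cut at about 30% in these data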;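 note: 0% = DMSO wells and 100% = unlabeled Bim-BH3 peptide competitor; inhibitors lower millipolarization by displacing the labeled peptide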
Target sequence (Q07817 whole entry, looked up): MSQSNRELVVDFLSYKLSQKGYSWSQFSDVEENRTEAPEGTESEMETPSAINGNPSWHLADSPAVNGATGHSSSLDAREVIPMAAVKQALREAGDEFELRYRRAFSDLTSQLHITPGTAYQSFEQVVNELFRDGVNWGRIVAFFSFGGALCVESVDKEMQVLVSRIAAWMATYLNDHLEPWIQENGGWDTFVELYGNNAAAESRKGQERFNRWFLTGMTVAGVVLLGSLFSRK
GSTO1 inh: blocks human GSTO1 in RBBP9 counter-screen; P78417; recombinant GSTO1, activity-based probe fluorescence polarization; inhibition, % at 5.96 µM; actives 1.1% (n = 300,000); AID 1974;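 active = inhibition above the campaign mean inhibition plus 3 SD, cut at about 35% in these data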;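 note: 0% = GSTO1-1 with DMSO and 100% = wells lacking GSTO1-1 enzyme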
Target sequence (P78417 whole entry, looked up): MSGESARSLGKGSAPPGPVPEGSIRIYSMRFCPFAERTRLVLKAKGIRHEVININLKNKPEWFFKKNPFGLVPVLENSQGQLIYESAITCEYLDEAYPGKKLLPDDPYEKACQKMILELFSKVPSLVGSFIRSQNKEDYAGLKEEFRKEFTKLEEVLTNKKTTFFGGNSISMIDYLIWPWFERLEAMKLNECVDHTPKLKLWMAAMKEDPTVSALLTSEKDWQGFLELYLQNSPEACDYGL
Fam108B inh: counter-screen for RBBP9 inhibitors: inhibitors of mouse Fam108B; recombinant Fam108B, FP-Rh probe fluorescence polarization; inhibition, % at 9.51 µM; actives 0.33% (n = 300,000);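 active = inhibition above the screen mean inhibition plus 3 SD, computed separately per campaign, cut at about 18% in these data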;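 note: inhibitors lower polarization as less probe binds the enzyme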
MEX-5 binding: C. elegans MEX-5 TCR-2 RNA binding activity | activity score (negative = inhibition of binding), % at 10 µM | AID 1832 | actives 0.38% (n = 300,000) | Q9XUB2 | MEX-5/FITC-TCR2 RNA binding, fluorescence polarization; stronger effect = lower value;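 active = inhibition past about -25% in most replicates, and total fluorescence under double the plate's negative control median, limit read from the data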;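 note: 0% = DMSO and -100% = 5 µM competing unlabeled TCR2 RNA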
Target sequence (Q9XUB2 whole entry, looked up): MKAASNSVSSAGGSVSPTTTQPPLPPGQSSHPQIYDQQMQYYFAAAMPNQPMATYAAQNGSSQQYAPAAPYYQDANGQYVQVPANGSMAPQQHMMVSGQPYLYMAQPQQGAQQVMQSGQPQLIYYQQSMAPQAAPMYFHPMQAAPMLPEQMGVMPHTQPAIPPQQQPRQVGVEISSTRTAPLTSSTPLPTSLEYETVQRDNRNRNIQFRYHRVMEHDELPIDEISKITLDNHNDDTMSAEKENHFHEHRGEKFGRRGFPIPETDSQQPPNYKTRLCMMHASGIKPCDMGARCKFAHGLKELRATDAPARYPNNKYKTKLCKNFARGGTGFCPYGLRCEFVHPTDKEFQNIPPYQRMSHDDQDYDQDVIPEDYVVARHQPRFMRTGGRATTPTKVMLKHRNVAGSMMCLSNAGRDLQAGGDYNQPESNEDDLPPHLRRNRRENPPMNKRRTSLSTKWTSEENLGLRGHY
PAD4 inh: blocks human protein arginine deiminase 4. Q9UM07. recombinant PAD4, RCA probe fluorescence polarization. inhibition, % at 6.36 µM. actives 0.41% (n = 330,000). AID 485272;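 active = percent inhibition above a cutoff equal to the mean of all tested compounds plus 3 SD, cut at about 15% in these data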;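 note: 0% = PAD4 with RCA probe and DMSO and 100% = probe without PAD4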
PME-1 inh: blocks human protein phosphatase methylesterase 1 | AID 2130 | actives 0.53% (n = 320,000) | recombinant PME-1, FP-Rh probe fluorescence polarization | inhibition, % at 5.9 µM;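 active = inhibition above the campaign mean of all compounds plus 3 SD, cut at about 26% in these data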;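 note: competitive labeling of PME-1 active site by serine hydrolase directed probe; 0% = PME-1 with DMSO and 100% = wells lacking PME-1 enzyme; inhibitors block probe labeling so polarization falls and inhibition rises; many of its hits are not listed in these tables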
The depositor's hits bear a star; nt = not tested or not shown.

SMILES | MCL1 BIM primary | GLD-1 TGE inh | TPT1 inhibitor | Bcl-xL primary | GSTO1 inh | Fam108B inh | MEX-5 binding | PAD4 inh | PME-1 inh
Cc1cc(/C=C2\C(=N)N3N=C(c4ccco4)SC3=NC2=O)c(C)n1Cc1ccccc1 | 2 | -4 | 13 | -2 | -49 | 9 | -1.5 | 0 | 5
CCC(C)n1c(-c2cccs2)nc2nc3ccccc3nc21 (stereo not drawn) | 5 | 1 | -6 | 10 | 6 | -3 | 2.6 | 4 | 0
C=CCn1c(O)c(N=NC(=O)c2cccnc2)c2cc(Br)ccc21 | 2 | 4 | 2 | 6 | -1 | -7 | 2.0 | -6 | 1
Cc1ccnc(NC(=O)c2ccccc2[N+](=O)[O-])c1 | 9 | -2 | 0 | 3 | -9 | 5 | -1.8 | -3 | -8
O=C1CC(c2ccco2)Cc2nc(N3CCN(Cc4ccc5c(c4)OCO5)CC3)ncc21 (stereo not drawn) | 3 | 1 | 6 | 1 | -5 | 8 | -0.2 | 0 | 1
O=C(Cn1ncc2c1-c1ccccc1OC2)Nc1ccc(S(=O)(=O)N2CCCCC2)cc1 | 2 | 1 | -4 | 0 | -11 | -13 | nt | 0 | -20
Cc1cccc(CS(=O)(=O)c2ncc(Cl)c(C(=O)Nc3nnc(C(C)C)s3)n2)c1 | 10 | -8 | -4 | 9 | -6 | -2 | -2.3 | -5 | -3
O=C(Cn1cnc2c(cnn2-c2ccc(F)cc2)c1=O)NCCc1ccccc1 | 4 | 7 | -1 | 3 | -4 | 1 | -1.4 | -3 | 0
CCS(=O)(=O)C(=C1NCCO1)S(=O)(=O)CC | -1 | 5 | 4 | 1 | 3 | 3 | -1.9 | -3 | -3
CN(C(=O)Cn1nnc(-c2ccccc2)n1)C1CCS(=O)(=O)C1 (stereo not drawn) | 3 | 8 | 0 | 3 | 9 | -4 | 4.0 | -3 | 0
CC(C(=O)NC(=O)NCc1ccccc1)N1C(=O)c2ccccc2C1=O (stereo not drawn) | 6 | 1 | -6 | 6 | -3 | -1 | nt | -1 | -1
OC(CN1CCN(C(c2ccccc2)c2ccccc2)CC1)c1ccc(Br)cc1 (stereo not drawn) | 4 | -7 | -5 | 3 | 1 | 0 | 3.5 | 1 | 8
CC#CCN1c2ccccc2[C@]23C[C@@H](C(=O)OC)N(C(=O)c4ccco4)C2=NC(C(=O)OC)=C(C(=O)OC)[C@H]13 | 9 | 4 | -2 | 4 | 3 | 3 | 1.7 | 3 | 8
COc1ccc(NC(=O)c2ccc(NC3CC(=O)N(c4ccc(C)cc4C)C3=O)cc2)cc1 (stereo not drawn) | 0 | 4 | -1 | 1 | -1 | -4 | 0.3 | 0 | -3
C=CCn1c(=S)[nH]c2scc(-c3ccc(C)o3)c2c1=O | 15 | 3 | 0 | 14 | -5 | 2 | 0.2 | -8 | 1
C=CCOn1c(C)c(C(C)=O)c2c3nonc3ccc21 | 10 | 8 | -2 | 7 | 4 | 3 | -1.1 | -1 | -2
COc1ccc(S(=O)(=O)N2CCN(C)CC2)cc1C | 2 | 8 | 0 | 2 | 5 | -1 | 0.4 | -3 | 4
Cc1ccc(CN(C(=O)COc2ccc(Br)cc2)C2CCS(=O)(=O)C2)o1 (stereo not drawn) | 6 | 3 | -3 | 3 | 11 | -1 | -1.6 | -1 | 2
CCN1C(=O)c2cccc3c(NC(=O)c4ccc(S(=O)(=O)N(C)C)cc4)ccc1c23 | -2 | -4 | 10 | -2 | 5 | 1 | -4.8 | 4 | 6
CCOc1ccc2nc(N(CCN(C)C)C(=O)/C=C/c3cccs3)sc2c1 | 6 | 4 | -1 | 8 | 2 | -1 | -0.4 | 4 | -5
Cc1ccc(NC(=O)c2cc(S(=O)(=O)N3CCCCC3)ccc2N2CCOCC2)cc1F | 5 | 0 | 1 | 5 | -4 | -1 | -0.4 | -1 | 2
Cc1ncc(S(=O)(=O)c2ccccc2)c(-c2ccccc2)n1 | -6 | 1 | 1 | 7 | 12 | -3 | 3.3 | 3 | 2
Cc1nc2ccccn2c1/C(O)=C1\C(=O)C(=O)N(CCN(C)C)C1c1cccnc1 (stereo not drawn) | 16 | 16 | -8 | 18 | 3 | 1 | -10 | 2 | 2
C#CCOCCOCCOCCNc1nc(N2CCN(C(=O)C([C@@H](C)CC)n3cc(C(N)COC(=O)C(F)(F)F)nn3)CC2)nc(N2CCN(C(=O)[C@H](CCCCN)n3cc(C(N)[C@H](C)CC)nn3)CC2)n1 (stereo partly drawn) | 7 | -2 | 2 | 13 | 17 | -3 | -6.4 | -1 | 0
O=C(Nc1nnc(C2CC2)s1)C1CCCCN1S(=O)(=O)c1ccccc1 (stereo not drawn) | -3 | 0 | -2 | 0 | 9 | -7 | -0.1 | -3 | -4
CCCCN(CCCC)Cc1ccc(C(=O)NNC(=O)Nc2ccc(Cl)cc2)o1 | -1 | 2 | 0 | -2 | -12 | 0 | -0.8 | -3 | -3
C=CCn1c(NCc2c[nH]c3ccccc23)nc2ccccc21 | 2 | 2 | -2 | 0 | 8 | 2 | -1.1 | -7 | 0
Cc1csc(NC(=O)c2cc3c(C)nn(Cc4ccccc4Cl)c3s2)n1 | 9 | -1 | 5 | 1 | -1 | -5 | 4.2 | -6 | -15
COc1ccccc1C1=NC(c2ccc(F)cc2)N=C1C (stereo not drawn) | 7 | 2 | -2 | 6 | 9 | 2 | 1.1 | 0 | 4
CCOC(=O)/C(N=O)=C(\O)C1CCN(C(=O)OCC)CC1 | 1 | -5 | 2 | 2 | 3 | -1 | 1.3 | 1 | -4
CN1CCN(c2nc3c(c(=O)[nH]c(=O)n3C)n2Cc2ccccc2)CC1 | 4 | 2 | -1 | 8 | 9 | 4 | 0.3 | 6 | -4
COc1ccccc1C(=O)Oc1cc(N)n(S(=O)(=O)c2ccccc2)n1 | 6 | 3 | 0 | -1 | 6 | 0 | -0.9 | -5 | 7
CCOc1ccc(CN(C(=O)c2oc3cc(C)ccc3c2C)C2CCS(=O)(=O)C2)cc1 (stereo not drawn) | -2 | 1 | 4 | 0 | 0 | -3 | 0.9 | -1 | 0
C/C(=N\NC(=O)c1nnn(-c2nonc2N)c1CN(C)c1ccccc1)c1ccccc1O | 13 | 5 | 1 | 3 | -3 | 4 | -0.5 | -1 | 21
CCOC(=O)c1[nH]c(C)c(C(=O)NCc2ccc(Cl)cc2)c1C | -1 | -5 | 1 | 2 | -10 | 1 | -0.5 | 1 | -3
CC(C)(C)OC(=O)N1CCC(c2c(C(=O)N3CCN(C4CCCCC4)CC3)cnn2-c2ccccc2)CC1 | -1 | -7 | -2 | -2 | -1 | 2 | nt | -2 | 3
CSc1ncccc1C(=O)Nc1nc2ccc(S(C)(=O)=O)cc2s1 | 2 | 3 | -2 | 4 | -5 | -3 | 3.4 | -1 | 3
CC(=O)c1ccc(-n2ccnc2)cc1 | 2 | -4 | 3 | 4 | -10 | -4 | 0.1 | 0 | -3
COc1ccc(NC(=O)CC23CC4CC(CC(Br)(C4)C2)C3)c(OC)c1 | -4 | 10 | 0 | -3 | 0 | -4 | 1.2 | 6 | -7
O=C(CC1Nc2cccc3cccc(c23)NC1=O)Nc1ccc(F)cc1 (stereo not drawn) | 13 | 29 | -1 | 8 | 26 | 1 | -0.3 | 59* | 18
Cc1ccc2c(c1)c1c3n2CCN(C(=O)CCl)C3CCC1 (stereo not drawn) | 8 | 12 | -5 | 19 | 93* | 1 | -2.8 | -1 | 2
CC(=O)Oc1cc(OC(C)=O)c2c(=O)c(-c3ccc4c(c3)OCCCO4)c(C)oc2c1 | -4 | 7 | -3 | 3 | -3 | 1 | 0.8 | 4 | 1
Clc1ccc(-c2nnsc2SCc2ccccc2)cc1 | 4 | -1 | -1 | 8 | -3 | 0 | -2.2 | -4 | -1
COc1cc(S(=O)(=O)N2CCOCC2)ccc1N | 3 | -1 | -2 | 8 | 2 | -1 | -1.7 | -5 | -4
COc1ccccc1-c1nnc(SCC(=O)Nc2ccc(N3CCOCC3)cc2)n1C | 3 | -3 | -2 | -1 | -3 | 1 | -3.6 | 1 | -1
Nc1nonc1-n1nnc(C(=O)N/N=C/c2ccc(OCc3ccccc3F)cc2)c1CN1CCCCC1 | 6 | -8 | -1 | 5 | 1 | -17 | -0.1 | -4 | -1
COc1ccc(NC(=O)NC(c2ccccc2)c2ccccc2)c(OC)c1 | 4 | 2 | -2 | 4 | 7 | -2 | 0.6 | 0 | -1
O=C(O)C1C2C=CC(C3CC23)C1C(=O)O (stereo not drawn) | 6 | 0 | -3 | 5 | 0 | -3 | -2.9 | 0 | 2
O=C(c1cccc(C(F)(F)F)c1)C1CCCN(Cc2cccc(OCCO)c2)C1 (stereo not drawn) | -1 | -8 | 2 | 4 | -1 | 1 | 1.0 | -5 | 12
CC1CCN(S(=O)(=O)c2cnc[nH]2)CC1 | -2 | -6 | 0 | 3 | 1 | -1 | 1.9 | 3 | 2
O=C(NC(=S)NCc1ccccc1)C1CC1 | 15 | 8 | -1 | 9 | -1 | 2 | -0.2 | -1 | 1
O=C(Nc1ccccc1N1CCOCC1)c1ccc(OCc2cscn2)cc1 | -9 | 0 | -2 | 2 | -1 | -1 | 2.6 | 0 | 1

8 entries from above, arranged by heavy-atom count, smallest number first.
SMILES | MCL1 BIM primary | GLD-1 TGE inh | TPT1 inhibitor | Bcl-xL primary | GSTO1 inh | Fam108B inh | MEX-5 binding | PAD4 inh | PME-1 inh
O=C(NC(=S)NCc1ccccc1)C1CC1 | 15 | 8 | -1 | 9 | -1 | 2 | -0.2 | -1 | 1
COc1cc(S(=O)(=O)N2CCOCC2)ccc1N | 3 | -1 | -2 | 8 | 2 | -1 | -1.7 | -5 | -4
Clc1ccc(-c2nnsc2SCc2ccccc2)cc1 | 4 | -1 | -1 | 8 | -3 | 0 | -2.2 | -4 | -1
Cc1ccc2c(c1)c1c3n2CCN(C(=O)CCl)C3CCC1 (stereo not drawn) | 8 | 12 | -5 | 19 | 93* | 1 | -2.8 | -1 | 2
COc1ccc(NC(=O)NC(c2ccccc2)c2ccccc2)c(OC)c1 | 4 | 2 | -2 | 4 | 7 | -2 | 0.6 | 0 | -1
O=C(Nc1ccccc1N1CCOCC1)c1ccc(OCc2cscn2)cc1 | -9 | 0 | -2 | 2 | -1 | -1 | 2.6 | 0 | 1
COc1ccccc1-c1nnc(SCC(=O)Nc2ccc(N3CCOCC3)cc2)n1C | 3 | -3 | -2 | -1 | -3 | 1 | -3.6 | 1 | -1
Nc1nonc1-n1nnc(C(=O)N/N=C/c2ccc(OCc3ccccc3F)cc2)c1CN1CCCCC1 | 6 | -8 | -1 | 5 | 1 | -17 | -0.1 | -4 | -1

Screens as filed in PubChem.

This is a subset. The share of hits here may be higher or lower than overall.
